# From PubChem
# phage Ecoli inh: E. coli growth loss with phage present. actives 0.26% (n = 360,000). AID 651602. growth absorbance. inhibition, % at 11.9 µM; in the data active means inhibition above about 11%
# E coli growth: reduces bacterial viability in AddAB counter-screen; E. coli V3065 growth, OD600 absorbance, 18 h; inhibition, % at 11.9 µM; actives 0.27% (n = 330,000); AID 449728;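 active means inhibition above the campaign's mean inhibition across all tested compounds plus 3 SD, cut at about 9.9% in these data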;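 further: uninfected addAB+ strain grown without phage in ampicillin broth; 0% = DMSO wells and 100% = ciprofloxacin 0.95 µg/ml wells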
# MOR-DOR inv ag: inverse agonist of human OPRM1-OPRD1 heterodimerization; cell-based MOR-DOR heterodimer luminescence, inverse agonism; inhibition, % at 9.3 µM; P35372+P41143; actives 0.21% (n = 340,000); in the data active means inhibition above about 22%, passing the limit was not always enough;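 further: 0% = cells with DMSO and 100% = wells without cells with DMSO; values of inactives mirror those of a sister screen read the other way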
# MOR-DOR ag: OPRM1-OPRD1 heterodimerization agonism; P35372+P41143; cells, luminescence; activation, % at 9.3 µM; actives 0.3% (n = 340,000); AID 504326; in the data active means activation above about 18%;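 further: 0% = vehicle-treated cells and 100% = reference agonist; values of inactives mirror those of a sister screen read the other way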
# Mot1-301 SUMO: SUMOylation pathway inhibition by Mot1-301 growth rescue; S. cerevisiae Mot1-301 growth rescue, ATP luminescence, 38.5C; percent above DMSO median, 100 means doubled; growth rescue, % at 18.8 µM; actives 1% (n = 320,000); AID 2716;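 active means every valid replicate shows activation above 250% relative to neutral control wells; inactive means the rest, any valid replicate at or below 250%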;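 further: OY570 slx delta 5 strain wells were the positive control but not used for scaling; some compounds called inactive have numbers as strong as hits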
# Arrestin-AP2 inh: blocks beta-arrestin peptide binding to AP2 adaptin; FITC-arrestin peptide / GST-AP2 beads, flow cytometry; AP2 beta2 appendage carries R879A mutation; inhibition, % at 10 µM; actives 0.31% (n = 340,000);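 active means inhibition above a set limit, near 3 SD of compounds lacking own fluorescence, cut at about 54% in these data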;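 further: plate controls were DMSO wells for no effect and 5 µM unlabelled arrestin peptide for full effect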
#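 test system = AP2 appendage R879A on GSH beads | buffer or medium = PBS plus Tween 20 (0.05%) and BSA (0.1%) | incubation = 12 min plus 1 h, RT | detection = bead flow cytometry, FITC channel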
# PKA-R1A act: PKA-R1A complex activation; P00514+P68181; PKA-R1A dissociation, Cy5-IP20 fluorescence polarization; scaled: DMSO 0%, 113 µM cGMP 100%; activation, % at 11.4 µM; actives 0.083% (n = 340,000); AID 504707;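 active means percent activation above the mean of all tested compounds plus 3 SD, cut at about 19% in these data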;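 further: higher means more PKAc released from R1A so a rise in polarization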
# DSG3 Ab inh: blocks pemphigus antibody binding to human desmoglein-3; DSG3-coupled beads, scFv-anti-DSG3-GFP binding, flow cytometry; active compounds read low; binding (percent of control), % at 10 µM; actives 0.48% (n = 310,000); AID 588358;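 active means binding more than 3 SD below its plate's average and above zero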;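 further: hits lower antibody fragment binding to DSG3; some compounds called inactive have numbers as strong as hits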
# Target sequence (P32926 whole entry, looked up, the tested form may be a part): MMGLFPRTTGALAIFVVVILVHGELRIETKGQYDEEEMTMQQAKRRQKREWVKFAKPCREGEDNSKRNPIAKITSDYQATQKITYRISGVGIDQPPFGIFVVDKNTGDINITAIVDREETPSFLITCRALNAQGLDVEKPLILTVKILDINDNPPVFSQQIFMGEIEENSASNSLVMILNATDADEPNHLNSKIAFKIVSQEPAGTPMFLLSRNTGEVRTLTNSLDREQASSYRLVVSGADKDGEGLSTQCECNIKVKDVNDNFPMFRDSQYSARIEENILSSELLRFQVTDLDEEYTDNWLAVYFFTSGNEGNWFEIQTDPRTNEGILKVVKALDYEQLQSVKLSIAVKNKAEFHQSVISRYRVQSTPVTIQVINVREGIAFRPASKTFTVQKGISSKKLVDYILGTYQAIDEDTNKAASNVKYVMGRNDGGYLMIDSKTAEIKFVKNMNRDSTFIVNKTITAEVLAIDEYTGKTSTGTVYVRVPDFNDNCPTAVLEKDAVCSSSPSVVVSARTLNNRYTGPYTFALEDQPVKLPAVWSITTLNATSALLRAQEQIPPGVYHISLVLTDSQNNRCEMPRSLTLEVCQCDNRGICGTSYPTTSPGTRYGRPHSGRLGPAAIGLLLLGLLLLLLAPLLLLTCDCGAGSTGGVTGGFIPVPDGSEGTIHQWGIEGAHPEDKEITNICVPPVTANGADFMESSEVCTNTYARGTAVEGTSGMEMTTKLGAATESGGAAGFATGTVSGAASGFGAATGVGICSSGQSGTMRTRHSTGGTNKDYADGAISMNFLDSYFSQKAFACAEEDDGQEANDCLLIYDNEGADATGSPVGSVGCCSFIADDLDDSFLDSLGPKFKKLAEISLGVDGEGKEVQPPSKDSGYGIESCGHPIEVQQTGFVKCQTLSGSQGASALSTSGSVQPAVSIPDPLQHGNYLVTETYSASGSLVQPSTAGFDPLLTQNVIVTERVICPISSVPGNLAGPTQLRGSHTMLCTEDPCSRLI
# Tat transport: blocks Tat-dependent protein export in E. coli | E. coli MC4100 TorA-mCherry Tat export, fluorescence | inhibition, % at 10 µM | actives 0.036% (n = 340,000);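 active means mean replicate inhibition at least 50% and at least half of replicates individually reaching 50%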;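 further: exported cargo escapes ClpAP degradation while cytoplasmic cargo is degraded and loses fluorescence; 0% = median of neutral control wells and 100% = median of NaSCN control wells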
# PfHsp90 yeast 2: reduces growth (ATP signal) of yeast expressing P. falciparum Hsp90; S. cerevisiae expressing PfHsp90, BacTiter-Glo ATP, 48 h; yeast lacking PDR1 and PDR3 efflux regulators; AID 504621; actives 0.32% (n = 310,000); inhibition, % at 9.4 µM;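 active means every replicate shows inhibition above about 80%, whatever the replicate mean, limit read from the data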;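 further: 0% = DMSO neutral controls and 100% = 20 µM radicicol positive controls; yeast relying on Plasmodium falciparum Hsp90 in place of its own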
# AddAB inh: less growth of phage-infected E. coli with AddAB; E. coli expressing H. pylori AddAB, absorbance growth; inhibition, % at 11.9 µM; actives 0.29% (n = 330,000); AID 435030; in the data active means inhibition above about 12%;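 further: 0% = vehicle wells of infected cells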
# The depositor's hits bear a star; nt = no result given; & = joins results of further samples.
SMILES,phage Ecoli inh,E coli growth,MOR-DOR inv ag,MOR-DOR ag,Mot1-301 SUMO,Arrestin-AP2 inh,PKA-R1A act,DSG3 Ab inh,Tat transport,PfHsp90 yeast 2,AddAB inh
N#Cc1ccccc1OCc1cn(CC(=O)c2ccc(O)cc2)nn1,3.6,nt,14,-3.1,nt,5,8,99,4,26,nt
Cc1ccc(C(C(=O)NCc2ccc(F)cc2)N(C(=O)c2csnn2)C2CC2)o1 (stereo unspecified),0.2,-1.8,6,-1.1,11,6,-4,102,-3,45,1.4
Cc1cc(C)c2c(=O)[nH]c(=O)n(Cc3ccccc3)c2n1,1.1,0.4,-10,1.8,2,-3,13,105,-6,4,-1.4
Cc1ccc(O)c(-c2[nH]ncc2C(=O)c2ccc(Br)cc2)c1,-3.0,-0.9,-21,4.5,4,-6,-9,89,-1,-13,-0.2
COc1cc(C#N)ccc1OC(=O)C1CCN(C(=O)c2ccc(F)cc2)CC1,1.0,0.9,13,-1.9,-13,-6,-8,nt,-9,-90,3.9
Cc1nonc1C1CCCN1C(=O)c1cc(COc2ccc(F)cc2F)on1 (stereo unspecified),-0.5,-2.5,1,-0.3,-7,-24,2,93,7,-33,-2.4
O=C(O)CSCC(=O)NCc1ccc(Cl)cc1,3.0,-0.7,-26,3.6,-13,9,-2,92,0,-2,1.9
CCOc1ccc(C(O)Cc2nc3ccccc3n2C)cc1 (stereo unspecified),-2.4,-0.2,8,-1.4,-6,2,-11,103,8,-6,-0.4
O=C(CSc1nnc(CNC(=O)C23CC4CC(CC(C4)C2)C3)n1-c1ccc(F)cc1)Nc1ccc(F)cc1,2.5,-1.7,-14,2.8,7,-2,-20,102,-8,-10,1.1
CCc1nnc2c3cnn(-c4ccccc4)c3ncn12,0.9,-4.1,9,-1.6,-8,6,-6,101,7,2,0.2
CC(C)(C)[C@@H]1C=C(C(=O)O)[C@H](c2ccc(Cl)cc2)N1S(=O)(=O)c1ccccc1,1.5,1.4,11,-2.3,nt,-1,-4,110,-1,13,1.7
CCOC(=O)N1CCN(C(=O)c2cn(C)c(=O)c3c2c2ccccc2n3C)CC1,1.6,-3.0,8,-1.4,19,0,-2,103,-5,-11,1.6
CCCCOC(=O)Nc1sc2nc(C)cc(C)c2c1-n1cccc1,0.5,-3.2,6,-1.2,0,6,0,75,-5,nt,2.1
O=C(NCc1ccc(Cl)cc1)C1CCN(S(=O)(=O)c2cccnc2)CC1,2.7,-0.8,21,-4.0,-3,-4,-10,nt,-1,19,1.5
COc1cc(=O)n(C)c2c(OCC3OC(C)(C)OC3(C)C)cccc12 (stereo unspecified),2.8,-2.8,-2,0.3,-15,5,2,111,10,18,0.5
Cc1ccc2sc(-c3ccc(NC(=O)/C=C\C(=O)O)cc3)nc2c1,3.7,nt,13,-2.8,nt,-3,1,102,0,-10,nt
CCN(CC(=O)Nc1c(F)cccc1F)C(=O)/C=C/c1ccc(C)cc1,3.0,0.5,4,-1.1,4,-10,-12,nt,22,-5,3.2
CC(C)CNC(=O)C(=O)NNC(=O)c1ccco1,5.4,0.3,nt,nt,9,-5,nt,101,-6,16,2.7
O=C(Cc1ccccc1)Nc1scc(-c2ccccc2)c1C(=O)N1CCOCC1,nt,-3.4,4,-0.7,-11,29,10,95,-7,-2,-2.2
O=C(Nc1ccc(-c2nc3cc(Cl)ccc3c(=O)o2)cc1)c1ccco1,3.2,1.5,10,-1.9,26,-1,-2,101,9,26,2.5
CN1CC(=O)N(CC(=O)Nc2ccc(Cl)c(C(F)(F)F)c2)C1=O,3.8,-1.5,1,-0.2,3,-5,-1,106,-7,nt,0.7
Cc1ccc(-c2nnc(Nc3ccc(C(=O)N(C)C)cc3)c3ccccc23)cc1S(=O)(=O)NC(C)(C)CO,0.4,-1.8,5,-1.0,-2,16,-8,95,6,20,-0.7
O=C(COc1ccc(Cl)cc1Cl)NN=C1c2ccccc2-c2ccccc21,3.7,-1.3,5,-0.8,-4,-5,5,100,-18,-2,0.7
Cn1nc(-c2ccccc2)c(-c2nc(-c3ccccc3Cl)no2)c1Cl,2.1,-0.4,-1,0.1,nt,8,11,98,-8,-1,0.3
CCCn1nnnc1NC(=O)COc1ccc(Br)cc1,-3.9,-3.3,13,-2.1,12,-1,-10,85,-1,nt,-0.2
Cc1ccccc1Cn1cc(S(=O)(=O)CC(=O)N2CCCCC2)c2ccccc21,0.4,-1.2,12,-2.2,-2,-4,1,90,-1,8,-1.0
O=C(COC(=O)c1cnccn1)NCc1ccccc1,0.2,-0.4,9,-1.7,-21,-15,3,100,9,-25,1.4
Cc1cccn2c(=O)c3cc(C(=O)NC4CCCC4)n(C)c3nc12,4.1,-0.3,14,-2.8,5,-14,6,102,-5,-35,0.2
O=C(c1cccc(S(=O)(=O)N2CCOCC2)c1)N(Cc1nnc(-c2ccccc2Cl)o1)C1CC1,-0.8,-0.6,9,-1.7,-16,6,-10,100,4,nt,-0.3
Nc1cc(Cl)nnc1Cl,1.2,nt,10,-1.8,nt,6,1,91,4,-1,nt
COc1ccc(-c2nn(-c3ccccc3)cc2C(=O)N/N=C/c2ccc([N+](=O)[O-])o2)cc1,1.9,1.2,-39,6.8,5,3,-3,92,-1,-13,-0.1
CC(C)CC1NC(=S)N(Cc2ccccc2)C1=O (stereo unspecified),3.6,-0.9,33,-6.7,303,3,-2,97,-14,9,2.1
Cc1cccc(N2CCN(Cc3nc(-c4cccc(Cl)c4)oc3C)CC2)n1,3.6,-1.3,-11,1.8,-5,9,-3,91,0,2,1.9
CCN1CCN(C(=S)NC(=O)c2cccc(Br)c2)CC1,-1.7,-5.2,12,-2.8,-12,-8,6,108,3,28,-0.3
CC1(C)CC(=O)CC(=Nc2ccc(C(=O)O)cc2)C1,2.4,1.2,8,-1.4,17,-1,-9,107,0,6,-0.4
O=C(Oc1coc(CSc2ncccn2)cc1=O)c1cccs1,2.0,-3.2,10,-1.8,4,7,12,107,-2,-21,0.3
CN1CCN(c2ccccc2NC(=O)c2ccc(N3CCOCC3)c([N+](=O)[O-])c2)CC1,0.6,-1.7,6,-0.8,8,22,-5,97,-5,-7,0.3
COc1ccc(C=NNC(=O)CCCCC(=O)NN=Cc2ccc(OC)cc2)cc1,-0.2,nt,11,-2.2,nt,7,0,112,-2,-6,nt
CC1CCCCN1C(=O)COC(=O)C1CCN(S(=O)(=O)c2c(Cl)cccc2Cl)CC1 (stereo unspecified),2.3,-0.4,3,-0.6,6,27,0,nt,-3,-11,4.6
Cc1cc2c3c(c1C)C1(C(=O)N3C(C)(C)CC2C)C(C#N)=C(N)OC2=C1C(=O)CC(C)(C)C2 (stereo unspecified),2.0,2.5,-5,0.9,-15,1,8,101,-2,-20,3.5
Cc1ccc(OC(=O)c2cccnc2)cc1,-0.4,1.0,6,-1.3,0,2,1,121,-4,nt,1.9
CCOC(=O)Cc1c(C)nc2c(-c3ccc(Cl)cc3)c(C)[nH]n2c1=O,-2.0,-6.9,19,-3.4,14,1,4,100,-5,5,-5.2
CCCCNC(=O)c1cccc(C(=O)NCCCC)c1,2.9,-0.5,-8,1.4,6,-1,4,103,-9,nt,0.3
COc1ccc([C@H]2C(C(=O)O)=C[C@@H](C(C)(C)C)N2S(=O)(=O)c2ccc(C)cc2)cc1OC,3.1,-1.1,1,-0.3,nt,-8,-8,108,-4,-23,3.0
CCOc1ccc(S(=O)(=O)N(CC)CC(=O)NCc2cccnc2)cc1,-0.5,3.8,-37,4.6,-6,7,-15,107,11,-4,5.3
CC(C)Oc1cccc(C(=O)NC(=S)Nc2cccc(NC(=O)c3ccccc3Cl)c2)c1,2.7,2.4,2,-0.3,150,41,-6,99,6,-29,3.9
Cc1ccc(C(=O)Nc2cccc(C(F)(F)F)c2)cc1NC(=O)c1nccn1C,1.0&2.7,-0.7,-34,5.9,-11,29,-2&5,108&95,-3,-21,0.9
Cc1cccc(C)c1NC(=O)CN(C)C(=O)c1cccc(S(=O)(=O)N2CCN(c3ccccc3)CC2)c1,2.5,-0.5,10,-1.9,7,-6,-7,121,16,13,0.4
CCOC(=O)CSc1nnc(NC(=O)C2CC(=O)N(c3ccc(F)cc3)C2)s1 (stereo unspecified),4.0,-1.0,12,-2.3,-7,8,-7,107,-3,-15,-1.5
COc1ccc(-n2nc(C(=O)NCC(=O)NCc3cccc(F)c3)c3ccccc3c2=O)cc1Cl,-0.2,-2.8,-5,0.8,-8,2,14,101,5,-16,4.1
Cc1cc2[nH]c(=O)c(=O)[nH]c2cc1S(=O)(=O)Nc1cccc(Cl)c1,4.8,0.2,9,-1.7,-13,-5,-15,102,2,1,-0.6
COc1ccc(N(CC(=O)NCc2ccco2)S(=O)(=O)c2ccccc2)cc1,4.7,2.4,8,-1.6,-5,-5,-14,97,2,-58,2.5
CCOc1ccc(NC(=O)CN(C2CCCCC2)S(C)(=O)=O)cc1,1.6,-0.6,-1,0.1,nt,4,-4,103,-6,nt,0.8
CCCn1c(SCC(=O)Nc2cccc(C)n2)nc2c1c(=O)n(C)c(=O)n2C,3.2,-0.7,4,-0.9,8,28,3,99,-4,17,2.7
CN1CCN(S(=O)(=O)c2cccc(C(=O)N(Cc3nnc(-c4ccc(Cl)cc4)o3)C3CC3)c2)CC1,1.3,-2.0,11,-1.6,6,-2,-9,102,-3,28,-2.0
COc1ccc(C(CC(=O)c2ccc(C)cc2)Nc2ccc([N+](=O)[O-])cc2)cc1 (stereo unspecified),-2.1,-1.2,1,-0.2,-2,4,-3,106,5,-4,1.3
CCn1c(=O)c2sccc2n2c(CCCC(=O)N3CCN(c4ccccn4)CC3)nnc12,3.5,0.2,6,-1.3,-16,13,8,107,-6,-19,4.6
O=C(Nc1ccc(C(=O)N2CCCC2)cc1)C1CC1,4.2,nt,8,-1.8,nt,9,4,107,3,-22,nt
CCN(C[C@H]1N[C@@](CC)(C(=O)OC)[C@H]2C(=O)N(C)C(=O)[C@@H]12)S(=O)(=O)c1ccc(F)cc1,3.1,-0.4,10,-2.2,-3,25,-2,96,-3,-8,1.3
COc1ccc(/C(N)=N/OC(=O)C2CCC(=O)N2S(=O)(=O)c2ccc(C)cc2)cc1OC (stereo unspecified),4.4,0.7,0,0.0,-7,13,-7,106,11,-7,4.1
Nc1ccc(S(=O)(=O)c2cc(O)c3ccccc3c2O)cc1,2.8,nt,-30,6.8,nt,50,5,100,9,-10,nt
CCCCOC(=O)c1cccc(NC(=O)CC)c1,2.1,-0.3,-6,0.9,12,-10,-4,106,9,-9,3.1
